Source: PubChem BioAssay (The Scripps Research Institute Molecular Screening Center)
DDE Tn6 FP inh = inhibitors of Tn6 peptide binding to fibrin DD(E), primary screen, biochemical, fluorescence polarization, human fibrin, Tn6 probe. Fibrin DD(E) TRITC-Tn6 fluorescence polarization displacement. inhibition, % at 8.3 µM. 370,000 tested, 0.21% active. AID 720509, 2013;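 active = inhibition above a per-campaign cutoff: mean of compounds within control limits plus 3 SD, cut at about 15% in these data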;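 also: 0% = median of all compound wells on the plate and 100% = blocking peptide control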
ARFGAP1 inhibitor = inhibitors of rat ARFGAP1 GAP activity, primary screen, biochemical, fluorescence polarization, GDP tracer. ADP-ribosylation factor GTPase-activating protein 1 (Rattus norvegicus), Q62848. Arfgap1-stimulated ARF1 GTP hydrolysis, GDP FP detection. inhibition, % at 16.5 µM. 360,000 tested, 0.26% active. AID 651572, 2012;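 active = inhibition above a per-plate limit, mean inhibition of low control wells plus 3 SD, cut at about 25% in these data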;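 also: 0% = DMSO wells with enzyme and 100% = wells lacking Arfgap1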
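Material: rat Arfgap1 GAP domain (His6, aa 1-136), purified enzyme. Also added: human ARF1(Δ1-17)-GTP substrate. Compound dosing: 16.5 µM single point, 1.26% DMSO. Timing: enzyme reaction 120 min at 25 °C after 20 min preincubation. Signal: GDP detection by fluorescence polarization. Read-out basis: percent inhibition of GAP-stimulated GDP formation, scaled between DMSO and no-Arfgap1 medians.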
ADAM17 inh = ADAM17 inhibitors, primary screen, biochemical, QFRET | Disintegrin and metalloproteinase domain-containing protein 17 (Homo sapiens), P78536 | recombinant ADAM17, EDANS/DABCYL FRET peptide cleavage | inhibition, % at 6.95 µM | 370,000 tested, 0.83% active;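 active = inhibition above the mean of compounds lying between control limits plus 3 SD, set per campaign, cut at about 8.5% in these data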;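 also: 0% = DMSO-only wells as the low control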
SIAE primary = human SIAE inhibitors, primary screen, biochemical, fluorescence polarization, FP-Rh probe, 1536-well HTS; inhibition, % at 9.66 µM; SIAE FP-Rh probe binding; 370,000 tested, 0.69% active; Sialate O-acetylesterase (Homo sapiens), Q9HAT2;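 active = inhibition above a cutoff: mean of compounds within the control limits plus 3 SD of those, cut at about 17% in these data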;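 also: 0% = plate median of compound wells and 100% = probe without SIAE protein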
Target sequence (Q9HAT2 whole entry, looked up): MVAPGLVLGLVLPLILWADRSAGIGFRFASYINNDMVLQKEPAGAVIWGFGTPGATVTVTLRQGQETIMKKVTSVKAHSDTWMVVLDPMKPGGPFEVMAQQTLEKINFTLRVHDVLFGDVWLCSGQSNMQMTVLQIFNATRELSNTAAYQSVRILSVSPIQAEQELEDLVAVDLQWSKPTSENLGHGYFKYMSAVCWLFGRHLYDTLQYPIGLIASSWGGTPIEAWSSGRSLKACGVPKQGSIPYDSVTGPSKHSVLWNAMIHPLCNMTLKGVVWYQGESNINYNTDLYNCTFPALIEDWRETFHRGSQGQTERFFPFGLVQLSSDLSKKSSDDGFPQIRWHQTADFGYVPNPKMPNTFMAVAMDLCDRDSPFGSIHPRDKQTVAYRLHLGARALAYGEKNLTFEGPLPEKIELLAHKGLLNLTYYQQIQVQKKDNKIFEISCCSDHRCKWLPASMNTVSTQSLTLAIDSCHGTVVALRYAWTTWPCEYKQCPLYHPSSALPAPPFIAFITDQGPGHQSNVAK
ADAM10 inh = human ADAM10 inhibitors, primary screen, biochemical, QFRET, HTS | Disintegrin and metalloproteinase domain-containing protein 10 (Homo sapiens), O14672 | recombinant ADAM10, EDANS/DABCYL FRET peptide cleavage, 3 h | inhibition, % at 7 µM | 370,000 tested, 0.62% active | AID 720582, 2013;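 active = inhibition above a per-campaign cutoff equal to the mean of compounds falling between control-based bounds plus 3 SD, cut at about 20% in these data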;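 also: 0% = DMSO wells while the 100% control is not disclosed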
Target sequence (O14672 214-748 limits assumed): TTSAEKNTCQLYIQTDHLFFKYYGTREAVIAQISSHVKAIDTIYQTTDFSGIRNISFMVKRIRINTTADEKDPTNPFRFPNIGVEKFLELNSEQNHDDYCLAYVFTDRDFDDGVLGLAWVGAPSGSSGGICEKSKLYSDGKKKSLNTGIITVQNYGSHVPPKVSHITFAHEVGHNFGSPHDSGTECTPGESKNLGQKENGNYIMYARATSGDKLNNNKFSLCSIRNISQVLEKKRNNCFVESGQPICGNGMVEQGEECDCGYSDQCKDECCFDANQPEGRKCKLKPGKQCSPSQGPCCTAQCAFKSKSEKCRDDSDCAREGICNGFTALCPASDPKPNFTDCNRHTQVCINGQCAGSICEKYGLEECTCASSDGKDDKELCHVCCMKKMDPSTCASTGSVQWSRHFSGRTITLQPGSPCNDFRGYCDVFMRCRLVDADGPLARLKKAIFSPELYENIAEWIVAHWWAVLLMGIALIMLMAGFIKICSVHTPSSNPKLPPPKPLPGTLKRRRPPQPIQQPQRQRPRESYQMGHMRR
DDE Tn7 FP inh = inhibitors of Tn7 peptide binding to fibrin DD(E), primary screen, biochemical, fluorescence polarization, human fibrin, Tn7 probe. Fibrinogen beta chain (Homo sapiens), P02675. FP displacement of FITC-Tn7 peptide from fibrin DD(E); 0% = median of compound wells per plate. inhibition, % at 8.3 µM. 370,000 tested, 0.13% active;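 active = inhibition above the mean of compounds falling within the control limits plus 3 SD of them, cut at about 14% in these data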;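 also: 0% = plate median of compound wells and 100% = 10 µM Aha-Tn7 peptide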
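Assay system: Human clot-derived fibrin DD(E) complex | Buffer or medium: Tris/NaCl/CaCl2 buffer, pH 7.8 | Repeats: One replicate per compound | Benchmarks: Aha-Tn7 high control | Measure: % inhibition scaled between sample-field median and high-control FP | Schedule: 10 min plus 3 h, room temperature | Signal: Fluorescence polarization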
ASAP1 inh = inhibitors of human ASAP1 ArfGAP activity, primary screen, biochemical, fluorescence polarization; AID 624377, 2012; Arf-GAP with SH3 domain, ANK repeat and PH domain-containing protein 1 (Homo sapiens), …; ASAP1-stimulated ARF1 GTP hydrolysis, GDP FP detection; inhibition, % at 16.5 µM; 360,000 tested, 0.19% active; in the data active = inhibition above about 25%;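 also: 0% = vehicle with enzyme and substrate and 100% = no enzyme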
PLC-beta3 inh = human PLC-beta3 inhibitors, primary screen, biochemical, fluorescence; inhibition, % at 12.2 µM; 370,000 tested, 0.18% active; Purified PLC-beta3, fluorogenic substrate; AID 720704, 2013; in the data active = inhibition above about 11%;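 also: 0% = median of compound wells on plate and 100% = full blocker control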
PLCg1 inh = PLC-gamma1 enzyme inhibitors, primary screen, biochemical, fluorescence, purified enzyme; inhibition, % at 12.2 µM; fluorogenic substrate; 370,000 tested, 0.84% active; AID 720700, 2013; 1-phosphatidylinositol 4,5-bisphosphate phosphodiesterase gamma-1 (Homo sapiens), P19174; in the data active = inhibition above about 9.5%
TDP2 absorb = human TDP2 enzyme inhibitors, primary screen, biochemical, epi absorbance, recombinant enzyme; 370,000 tested, 0.34% active; Tyrosyl-DNA phosphodiesterase 2 (Homo sapiens), O95551; T5PNP hydrolysis, p-nitrophenol absorbance 415 nm; inhibition, % at 12.8 µM; AID 720702, 2013;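 active = inhibition above the mean of all tested compounds plus 3 SD, set per campaign, cut at about 25% in these data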;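 also: 0% = DMSO with enzyme and 100% = buffer with substrate but no TDP2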
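Test system: human TDP2 enzyme; Input: 120 nM TDP2 per well; Buffer or medium: Mg2+-containing Tris-HCl buffer, pH 7.5; Reagent: 5 mM T5PNP; Dosing: 12.8 µM single point, 1% DMSO; Incubation: reaction 2 h, 37 °C; Detection: p-Nitrophenol epi absorbance; Read-out: % inhibition relative to enzyme-containing and enzyme-free wells; Replicates: single well per compound.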
An asterisk follows results filed as active; i = inactive; / = no result given. Random draw from the library. Share with any hit: about 3.6%.

SMILES	DDE Tn6 FP inh	ARFGAP1 inhibitor	ADAM17 inh	SIAE primary	ADAM10 inh	DDE Tn7 FP inh	ASAP1 inh	PLC-beta3 inh	PLCg1 inh	TDP2 absorb
COC(=O)CCC(NC(=O)c1cc(-c2ccc3c(c2)OCCO3)oc1C)C(=O)OC (stereo not drawn)	-9	-3	0	3	0	-2	2	-7	-7	1
Oc1ccc(-c2csc(Nc3ncccn3)n2)cc1O	-11	1	1	-2	8	-1	7	-4	-1	-1
Cc1cc(C)cc(N2C(=O)CC(n3ccnc3)C2=O)c1 (stereo not drawn)	0	-13	-1	4	3	5	-13	0	0	5
COC(=O)c1ccccc1NC(=O)NN1CCN(C)CC1	6	4	-2	-4	-7	-3	-17	-5	0	7
Cc1oc2c(CN3CCOCC3)c(O)ccc2c(=O)c1-c1ccc(Br)cc1	5	14	-154	4	i	-1	7	-280	-227	3
COC(=O)[C@]12CCCCC=C1N(Cc1ccc3c(c1)OCO3)C(=O)[C@H](CC(=O)N1CCCC1)C2	3	0	-3	-1	0	-3	-3	0	3	6
O=C(O)c1ccc(-n2nnnc2SCc2ccccc2F)cc1	-3	-3	1	-1	-8	4	-6	2	0	1
COc1ccc2nc3c(nc2c1)CCCC3	-2	-14	-157	-2	-417	4	1	-103	-73	4
CCN(CC)CCN(C(=O)c1ccccc1OC)c1nc2ccc(F)cc2s1	4	6	1	-6	1	4	-5	-1	1	2
Cc1nn2c(NCCCN(C)C)c3c(nc2c1-c1ccccc1)CCC3	-2	2	-5	8	-1	7	-18	-89	-64	-1
COc1ccc(CCNS(=O)(=O)c2ccc(OC)cc2)cc1	4	-4	-3	-4	1	4	12	-1	0	4
CCOC(=O)c1c(/N=C/C2=C(O)CC(C)(C)CC2=O)sc(C(C)=O)c1C	-1	9	-1	-2	0	1	-2	-6	-1	-5
Cc1ccc(S(=O)(=O)NNC(=O)c2sc(=S)n(C)c2C)cc1	-1	9	1	2	-5	5	7	0	8	2
O=C(OCc1cn([C@@H]2CN(C(=O)c3cccs3)[C@@H](c3ccc(Cl)cc3)C[C@H]2O)nn1)c1ccccc1	4	-2	2	-5	-3	-8	-2	3	3	-15
CCOC(=O)CCCSc1nc2sc(C)c(C)c2c(=O)[nH]1	2	7	0	-4	-1	-4	-1	2	0	5
CC(C(=O)O)c1ccc(CC2CCCC2=O)cc1 (stereo not drawn)	-7	4	-4	-2	-14	-1	3	-1	-1	-3
CC(c1ccccc1)N1CC(C(=O)N2CCN(Cc3ccc(C#N)cc3)CC2)CC1=O (stereo not drawn)	-4	2	4	0	6	-8	8	-2	6	2
CNC(=O)CSc1cn(CC(=O)N(C(C)C)C(C)C)c2ccccc12	6	-1	0	0	4	-4	0	-6	3	-8
O=C(O)C1CCCCC1C(=O)Nc1ccc(Cl)cc1Cl (stereo not drawn)	-9	2	0	4	4	9	7	1	-2	3
O=C(/C=C/c1ccco1)Nc1cccnc1Cl	-4	-12	-2	13	-4	-5	-10	-16	-13	-1
CNC(=O)c1ccc(NC(=O)c2cc(S(=O)(=O)N3CCOCC3)ccc2N2CCCC2)cc1	-11	0	-3	-1	-20	-4	7	-13	-2	-15
COc1ccc(C=NNC(=O)NN=Cc2ccc(OC)c(OC)c2)cc1OC	-5	38*	-5	-1	-1	-2	6	-5	0	2
Cc1c(NC(=S)NC(=O)c2cccc([N+](=O)[O-])c2)c(=O)n(-c2ccccc2)n1C	3	-2	-3	12	-1	-2	-3	-7	-3	-1
O=C(CC1CCCC1)N[C@@H](Cc1cccnc1)C(=O)N1CCC[C@H]1C(=O)NCCc1ccccc1Cl	2	-3	-7	1	-7	-2	6	2	0	2
CCSc1ccc(-c2nn(-c3ccccc3)cc2/C=C(/C#N)C(=O)NCCCOC)cc1	4	-4	-4	4	-7	-1	3	-20	-20	0

Of the compounds above, 4 contain an aryl thioether with sulfur outside any ring.
SMILES	DDE Tn6 FP inh	ARFGAP1 inhibitor	ADAM17 inh	SIAE primary	ADAM10 inh	DDE Tn7 FP inh	ASAP1 inh	PLC-beta3 inh	PLCg1 inh	TDP2 absorb
O=C(O)c1ccc(-n2nnnc2SCc2ccccc2F)cc1	-3	-3	1	-1	-8	4	-6	2	0	1
CCOC(=O)CCCSc1nc2sc(C)c(C)c2c(=O)[nH]1	2	7	0	-4	-1	-4	-1	2	0	5
CNC(=O)CSc1cn(CC(=O)N(C(C)C)C(C)C)c2ccccc12	6	-1	0	0	4	-4	0	-6	3	-8
CCSc1ccc(-c2nn(-c3ccccc3)cc2/C=C(/C#N)C(=O)NCCCOC)cc1	4	-4	-4	4	-7	-1	3	-20	-20	0

Carrying on.
SMILES	DDE Tn6 FP inh	ARFGAP1 inhibitor	ADAM17 inh	SIAE primary	ADAM10 inh	DDE Tn7 FP inh	ASAP1 inh	PLC-beta3 inh	PLCg1 inh	TDP2 absorb
CCC1(CC)NC(=O)N(CC(=O)OCC(=O)Nc2ccccc2OC(F)F)C1=O	-6	1	0	4	-7	0	-23	-5	3	-3
O=C(CSCc1ccc(Cl)cc1)Nc1ccc(O)cc1C(=O)O	-11	-2	-1	1	-6	-5	-17	-20	-11	6
Cc1csc(OCc2ccc(C#N)cc2)n1	-6	4	-8	-6	-1	3	3	0	0	-6
COc1ccc(C(=O)NNC2=NC(C)(C)Cc3cc(C)c(C)cc32)cc1	-2	0	-3	-2	-2	-2	-14	1	0	4
O=C(NCCc1ccc(Cl)cc1)c1nnc(Cc2ccc(Cl)cc2)o1	6	0	-1	9	-4	0	-1	3	-1	4
O=C1/C(=C\c2ccc(Cl)cc2)CCC1CNc1ccc(Cl)cc1 (stereo not drawn)	-3	0	3	-1	-27	-1	5	-16	-3	-11
O=C(NCCN1CCN(C(=O)c2ccc([N+](=O)[O-])cc2)CC1)C(=O)NCc1ccccc1	6	3	-4	-6	-3	1	9	1	-10	16
CCc1ccc(N(CC(=O)N2CCCCCC2)S(C)(=O)=O)cc1	-1	-13	-2	-6	1	2	-8	-3	-32	14
O=C(N/N=C/c1cn[nH]c1-c1ccc(F)cc1)c1ccncc1	-6	7	-1	4	-6	2	-8	-3	0	-6
Cc1[nH][nH]c(=O)c1N=Nc1ccc(Cl)cc1	-4	-2	3	3	1	6	2	2	3	0
O=C(OCC#CCSc1nnc(-c2ccc(Cl)cc2)o1)c1ccc(F)cc1	8	/	-2	-4	3	-2	/	4	0	4
COC(=O)c1cc(S(=O)(=O)NCc2ccccc2)c[nH]1	1	-8	-1	2	-9	3	5	-5	-2	-2
CN1CCC(N(C)S(=O)(=O)c2ccc(NC(=O)COc3ccc(Br)cc3Cl)cc2)CC1	3	3	2	2	11	3	7	1	3	2
COCc1cc(=O)[nH]c(=S)[nH]1	-11	5	3	0	3	-7	-6	6	5	-10
CCCCN(C(=O)COC(=O)c1nc2nccc(C)n2n1)C1CCS(=O)(=O)C1 (stereo not drawn)	8	-1	-5	8	-7	6	5	-1	6	7
O=C(COc1nsnc1N1CCOCC1)Nc1ccc(Cl)cc1	9	15	0	7	1	2	6	8	2	-1
S=c1[nH]nc(Cc2ccccc2)n1Cc1ccco1	5	-3	-3	2	2	1	-3	2	2	6
Cc1cccc(NC(=O)N(Cc2cc3cc(C)ccc3[nH]c2=O)CC2COCCO2)c1 (stereo not drawn)	-1	3	-5	-1	-12	10	-7	-1	1	-1
COCC(=O)N(C)c1nnc(-c2cnc(C)cn2)s1	3	7	-8	-2	-15	2	-9	-17	-13	-10
CC(C)C(NC(=O)c1ccc(C(C)(C)C)cc1)C(=O)NC1=NCCS1 (stereo not drawn)	8	14	2	2	4	-8	20	1	1	-16
Cc1nc2ccccc2c(C)c1CC(=O)N(C)CC(=O)Nc1cccc(F)c1	-2	4	-5	3	-11	-7	-9	-20	-15	-6
O=C1c2ccccc2NC(c2ccc(Br)s2)N1O (stereo not drawn)	5	-1	-6	14	-18	6	-7	-17	-14	8
Cc1c(N(C)C(=O)C2CCCN2S(=O)(=O)c2ccccc2)c(=O)n(-c2ccccc2)n1C (stereo not drawn)	-8	-2	-6	-2	3	3	-14	1	-3	-8
CC(C)CC(c1nnnn1C(C)C)N1CCN(C(=O)c2ccco2)CC1 (stereo not drawn)	-10	17	-9	2	-9	0	-1	-7	4	7
CCOC(=O)C1(C)CCN1C(=O)c1ccc(C)cc1 (stereo not drawn)	3	0	7	-6	7	-7	-6	16*	9.8*	-24
COC(=O)c1ccc(C(=O)OC)c(NC(=O)COC(=O)C23CC4CC(CC(O)(C4)C2)C3)c1	6	16	-11	-7	-9	7	-9	-9	2	3
O=C(C(Cc1ccccc1)n1cccc1)N1CCN(c2ccccc2)CC1 (stereo not drawn)	-6	0	1	-2	0	2	-2	1	1	8
